From PubChem
CHOP UPR activ: activators of apoptotic arm of unfolded protein response (CHOP) | CHO-CHOP luciferase reporter, UPR activation, luminescence; percent of tunicamycin response over DMSO baseline | activation, % at 10 µM | 330,000 compounds, 0.34% hits;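 active = at 10 µM dose, activation of 40% or more, normalized to positive control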;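 also: 100% = tunicamycin at 10 µg/mL and 0% = DMSO alone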
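measured by = luciferase luminescence | assay system = CHO-CHOP cells, stable luciferase reporter of PERK-eIF2a-CHOP signalling | amount = 500 reporter cells seeded per well | timing = 6 h compound exposure at 37 °C after overnight seeding | controls = positive tunicamycin 10 µg/mL, negative DMSO alone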
Mdm2-MdmX inh: human Mdm2/MdmX binding inhibition. inhibition, % at 8 µM. O15151+Q00987. 330,000 compounds, 3% hits. SaOS-2 split-luciferase Mdm2/MdmX complementation, luminescence;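 active = inhibition of at least 50% at 8 µM in the primary screen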
APJ ag: APJ receptor agonism; CHO-K1 APJ PathHunter beta-arrestin, luminescence; 0% DMSO wells, 100% apelin; 330,000 compounds, 0.11% hits; AID 2520; activation, % at 20 µM; P35414;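 active = activation more than six SD over the plate average, tested at 20 µM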;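 also: 0% = DMSO alone and 100% = apelin-13 at 10 nM; some results filed as inactive read as strong as hits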
Target sequence (P35414 whole entry, looked up): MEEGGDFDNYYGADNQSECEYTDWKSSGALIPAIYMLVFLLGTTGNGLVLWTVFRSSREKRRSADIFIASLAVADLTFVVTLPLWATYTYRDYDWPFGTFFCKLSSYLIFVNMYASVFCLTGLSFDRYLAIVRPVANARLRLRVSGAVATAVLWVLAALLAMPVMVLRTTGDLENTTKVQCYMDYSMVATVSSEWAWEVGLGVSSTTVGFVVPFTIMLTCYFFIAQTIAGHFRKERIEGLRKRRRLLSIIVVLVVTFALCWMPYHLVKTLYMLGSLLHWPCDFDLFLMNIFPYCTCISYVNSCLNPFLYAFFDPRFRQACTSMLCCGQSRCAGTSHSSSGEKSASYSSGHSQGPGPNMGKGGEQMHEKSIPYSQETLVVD
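Assay system – PathHunter CHO-K1 APJ (AGTRL-1) beta-arrestin reporter cells · Compound – one dose, 20 µM compound, 1% DMSO · Timing – compound 90 min 25 °C, reagent 1 h · Measured by – luminescence from split beta-galactosidase complementation, Galacton Star/Emerald II substrate · Measure – beta-arrestin recruitment to APJ as agonist activity, luminescent signal · Benchmarks – DMSO vs Apelin-13 10 nM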
APJ antag: antagonists of human APJ apelin receptor | inhibition, % at 20 µM | CHO-K1 APJ beta-arrestin complementation, luminescence | 330,000 compounds, 0.32% hits | AID 2521;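 active = inhibition above about 40% at 20 µM, limit read from the data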;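 also: cells challenged with 10 nM apelin-13 agonist together with compound; plate controls were apelin-13 plus DMSO wells for no effect and DMSO wells lacking apelin-13 for full effect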
UPR XBP1 act: adaptive UPR (XBP1) activation; 330,000 compounds, 0.33% hits; activation, % at 20 µM; CHO-XBP1 luciferase reporter, IRE1-XBP1 UPR activation, luminescence; percent of tunicamycin response, DMSO as zero; AID 463104;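 active = versus positive control, 20 µM dose yields 30% or more activation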;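 also: 100% = tunicamycin at 10 µg/mL and 0% = DMSO only wells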
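Assay system: IRE1-XBP1 luciferase reporter CHO line. Input: 1000 cells/well. Buffer or medium: F12 with 10% serum. Doses: 20 µM, 1% DMSO. Times: overnight seeding at 37 °C, 6 h compound treatment at 37 °C. Technique: Steady-Glo luciferase glow luminescence, 10 min after reagent addition.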
697 NFkB inh: inhibitors of the PMA/ionomycin-induced NF-kB reporter in 697 B cells; 330,000 compounds, 0.33% hits; inhibition, % at 4 µM; 697 B-cell NF-kB luciferase reporter, 16 h; in the data active = inhibition above about 35%
tim23-1 inh: growth inhibitors of tim23-1 mutant yeast; 330,000 compounds, 1.3% hits; S. cerevisiae tim23-1 growth, BacTiter-Glo luminescence, 24 h; inhibition, % at 20 µM;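 active = growth inhibition of the mutant yeast at or above 50%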;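 also: temperature-sensitive mutant grown at 25 °C; plate controls were DMSO-treated mutant yeast for no effect and medium wells lacking yeast for full effect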
Jurkat NFkB inh: inhibitors of the PMA/ionomycin-induced NF-kB reporter in Jurkat cells; PMA/ionomycin-induced NF-kB luciferase reporter, luminescence; inhibition, % at 4 µM; 330,000 compounds, 0.53% hits; AID 435003; in the data active = inhibition above about 50%
* marks the source's active call; other numbers are inactive results. Rows are unselected, and some 5% of all compounds hit somewhere here.

structure | CHOP UPR activ | Mdm2-MdmX inh | APJ ag | APJ antag | UPR XBP1 act | 697 NFkB inh | tim23-1 inh | Jurkat NFkB inh
Cc1ccc(-n2nc3c(=O)n(CCCC(=O)NCc4cccc(F)c4)nc(C)c3c2C)cc1 | 2.1 | 39 | -2 | -3 | -2 | 17 | 7 | 39
CCOc1ccc(C(=O)NCC(=O)OCCN2C(=O)c3ccccc3C2=O)cc1OCC | -0.3 | -13 | -2 | 11 | 0 | 5 | 10 | 2
N#Cc1nc(-c2ccc(OCc3ccccc3)cc2)oc1NCCCn1ccnc1 | 0.8 | 35 | -2 | -8 | 4 | 2 | 16 | 15
CC(C)OP(=O)(OC(C)C)C(Nc1ccccn1)c1ccc(F)cc1 (centres undefined) | 0.1 | 23 | -3 | -8 | 2 | -21 | 26 | -6
CCOC(=O)NC(CC(=O)O)c1ccc(OC)cc1 (centres undefined) | -3.9 | 32 | -4 | 6 | -3 | 10 | -8 | 6
Cc1cccc(OCC(=O)N2CCN(C(=O)c3cccs3)CC2)c1 | -0.2 | 2 | -3 | -17 | 1 | -7 | 10 | -6
CC(C)NC(=O)Nc1cccc2c1O[C@H](CN(C)C(=O)NC1CCCCC1)[C@H](C)CN([C@H](C)CO)C2=O | -1.2 | 3 | 1 | -6 | -2 | 0 | -4 | -7
N/C(=N\c1nc2ccccc2o1)NC(=O)c1ccc(F)cc1 | 2.3 | 67* | -5 | 5 | 2 | -46 | -15 | -31

Record cards, from the list above.
N#Cc1nc(-c2ccc(OCc3ccccc3)cc2)oc1NCCCn1ccnc1 as listed: CHOP UPR activ = 0.8; Mdm2-MdmX inh = 35; APJ ag = -2; APJ antag = -8; UPR XBP1 act = 4; 697 NFkB inh = 2; tim23-1 inh = 16; Jurkat NFkB inh = 15
Cc1ccc(-n2nc3c(=O)n(CCCC(=O)NCc4cccc(F)c4)nc(C)c3c2C)cc1 as listed: CHOP UPR activ = 2.1; Mdm2-MdmX inh = 39; APJ ag = -2; APJ antag = -3; UPR XBP1 act = -2; 697 NFkB inh = 17; tim23-1 inh = 7; Jurkat NFkB inh = 39

(further entries)
structure | CHOP UPR activ | Mdm2-MdmX inh | APJ ag | APJ antag | UPR XBP1 act | 697 NFkB inh | tim23-1 inh | Jurkat NFkB inh
O=C(NC1CCCc2ccccc21)C1CCN(S(=O)(=O)N2CCCCCC2)CC1 (centres undefined) | 0.0 | 5 | -3 | -5 | -1 | -3 | 16 | -2
Cc1ccc(C)c(OCC(=O)NCC(C)(C)N2CCOCC2)c1 | 1.6 | -23 | -4 | -10 | -1 | -7 | 10 | -16
O=C(CNCc1ccco1)Nc1cc(S(=O)(=O)N2CCOCC2)ccc1N1CCOCC1 | -0.4 | 12 | -2 | -1 | -6 | 1 | 6 | 9
CCOC(=O)c1sc(NC(=O)C(CC)OC(=O)C(CC(C)C)NC(=O)c2ccccc2)nc1C (centres undefined) | -1.2 | -7 | -3 | -11 | 2 | 23 | -8 | -1
Cc1cccc(NC(=O)c2ccc(F)c(S(=O)(=O)NCc3ccco3)c2)c1 | -0.9 | 26 | 2 | 11 | -3 | 6 | 18 | -16
CCOc1ccc(-c2[nH]ncc2-c2ccc(OC)c(OC)c2)c(O)c1 | -1.1 | 45 | -3 | 8 | -1 | -57 | 23 | 63*
O=C(NCc1ccccc1)C1=C[C@@H](c2coc3ccccc3c2=O)C[C@@H](OCc2ccc(CO)cc2)O1 | -0.1 | 15 | -5 | -26 | -2 | 1 | 8 | 0
CC(C)CCNC(=O)C1CCN(S(=O)(=O)c2ccc3c(c2)CC(C)N3C(=O)C2CC2)CC1 (centres undefined) | 0.9 | 23 | -6 | -8 | -5 | 24 | 8 | 14
Clc1cccc(-c2nnc(-c3ccccc3)o2)c1 | -3.8 | -188 | -2 | -38 | -3 | -227 | 28 | -184
COc1ccc(OC)c(C(=O)c2ccc(C(=O)N3CCN(Cc4csc(C)n4)CC3)cc2)c1 | -0.6 | 9 | 1 | 10 | 4 | -5 | 15 | -18
Cc1ccc(Oc2ncccc2N)c2c1CCC2 | 0.1 | 21 | -1 | 6 | 1 | -4 | 11 | 7
Cc1ccc(-c2cc(C(=O)Nc3nn[nH]n3)c3ccccc3n2)cc1 | -0.9 | 22 | -3 | 7 | -2 | 5 | 17 | 11
C/C(CC(=O)Nc1ccc(Cl)cc1Cl)=N\NC(=O)c1ccncc1 | -1.1 | 28 | 0 | 5 | -3 | 10 | 10 | 7
N#Cc1ccccc1NC(=O)CSc1nnc(-c2ccncc2)o1 | -1.3 | 23 | -3 | 2 | -1 | 14 | 5 | -5
COc1ccc(C2C(C(=O)NCc3ccccn3)c3ccccc3C(=O)N2C)cc1OC (centres undefined) | -0.1 | -1 | -3 | -11 | -1 | 10 | 5 | -6
COc1cccc(NC(=O)COc2ccc(Br)c(C)c2)c1 | 2.7 | 1 | -3 | 8 | -5 | -9 | 12 | -12
CCCC(=O)Nc1cc(C)c(NC(=O)c2ccco2)cn1 | 0.6 | -23 | -3 | -15 | -1 | -38 | 4 | -16
C[C@@H](NC(=O)c1[nH]cnc1C(=O)Nc1ccc(Cl)cc1)c1ccccc1 | 3.4 | 60* | -2 | 2 | -2 | 4 | 30 | 4
C=CCCC1(C)C(=O)N(c2ccccc2)c2ccccc21 (centres undefined) | 0.0 | 26 | -5 | 18 | -1 | 8 | 21 | 13
CCN1C(=O)C(CC(=O)Nc2ccc(OC)cc2)N(Cc2cccnc2)C1=S (centres undefined) | -0.4 | -42 | 1 | 13 | 0 | 13 | 6 | -4
Cc1cc(C)c2cc3c(N)c(C(=O)Nc4c(C)[nH]c(=O)[nH]c4=O)sc3nc2c1 | -0.6 | 26 | 0 | 4 | -2 | -23 | -2 | 2
Brc1cccc(OCCCN2CCCCCC2)c1 | -2.5 | 6 | -7 | 18 | 3 | -14 | -10 | -5
Cc1ccc(NC(=S)N/N=C2\CCCCC2C)cc1 (centres undefined) | 2.1 | 2 | -3 | 2 | -2 | -12 | 22 | -13
CCCCOc1ccc(C(=O)OCC(=O)NC2CCCC2)cc1 | -0.8 | 3 | -2 | 5 | -1 | -9 | 15 | 6
CCN(CC)S(=O)(=O)c1cc(Cl)ccc1OC | 0.7 | 8 | -3 | 3 | 4 | -8 | 11 | -10
CCOC(=O)N1CCN(C(=O)CCSc2ccc(Cl)cc2)CC1 | -0.2 | -7 | -2 | -10 | 2 | -28 | 8 | -11
COc1cc(Cl)c(C)cc1NC(=O)CSc1nnc(CN2CCCC2)o1 | -0.6 | 4 | 0 | -6 | 0 | 0 | 3 | -136
CC(C)(C)NC(=O)CN(C(=O)CCN1CCCc2ccccc21)C(C)(C)C | -2.2 | -2 | -2 | 24 | -2 | -5 | 20 | -7
C/C(=N\NC(=S)NC(C)C)c1ccc(Cl)s1 | 3.1 | -18 | -5 | 33 | 7 | -19 | 35 | -17
Cc1ccc(S(=O)(=O)NCc2ccccc2)cc1C(=O)N1CCCC(C(F)(F)F)C1 (centres undefined) | 0.9 | 32 | 2 | 18 | -1 | 15 | 20 | 8
COc1ccc(OCc2nn3c(Cn4cnc5ccccc54)nnc3s2)cc1 | 2.2 | 20 | 2 | -27 | 0 | -52 | -2 | 6
Cc1n[nH]c(=O)c2c(NC(=O)COC(=O)/C=C/c3cccc(C(F)(F)F)c3)oc(C)c12 | -0.3 | 17 | -1 | 6 | -3 | 5 | 10 | 5
CC(C)c1csc(CN2CCN(Cc3ccc(F)cc3)C(CCO)C2)n1 (centres undefined) | 1.4 | -21 | 0 | -3 | -3 | 10 | 15 | 0
CCC1CCCCN1CCCNC(=O)CN1C(=O)c2cccnc2Oc2ccc(Cl)cc21 (centres undefined) | -0.7 | -17 | 13 | 2 | -4 | -22 | 11 | -11
Nc1ccc(Sc2ccc([N+](=O)[O-])cc2)cc1 | -1.3 | 17 | 0 | -2 | 1 | 16 | 25 | 5
CCOC(=O)C1CCN(C(=O)c2cccc(NC(=O)C(CC)CC)c2)CC1 | -1.4 | -4 | -6 | 26 | -1 | -17 | 7 | -13
CC(C)c1cc(CNC(=O)c2cc(COc3cncc(Cl)c3)on2)on1 | 0.5 | 20 | 2 | 10 | 1 | -29 | 13 | -8
Cc1c(-n2cc(C(=O)c3cc(F)ccc3O)cc(C#N)c2=O)c(=O)n(-c2ccccc2)n1C | -1.1 | 21 | -2 | -3 | -3 | 23 | 21 | -21
Cc1c(NC(=O)C2(c3ccccc3)CCOCC2)c(=O)n(-c2ccccc2)n1C | 1.0 | 3 | 0 | 13 | 1 | 15 | 6 | 12
O=C(N/N=C/c1ccccn1)c1ccc(Br)o1 | 1.7 | 22 | -1 | 16 | -3 | 21 | -11 | 0
O=C(O)CCNS(=O)(=O)c1ccc2c(c1)OCCCO2 | 0.2 | -15 | -3 | -12 | -1 | 13 | 13 | 3
COCCn1c(-c2ccccc2)nc(=S)c2c1CC(C)(C)OC2 | 1.7 | 34 | -1 | 10 | -2 | 11 | -11 | 11
Cn1cc([N+](=O)[O-])c(C(=O)N2CCN(Cc3ccc4c(c3)OCO4)CC2)n1 | 0.4 | 22 | 3 | 2 | -4 | 4 | 5 | -18
Cc1oc2c(CN3CCCC3)c(O)ccc2c(=O)c1Oc1ccccc1Br | 0.5 | 21 | -5 | 2 | -1 | 7 | -27 | 15
Cc1oc(-c2ccccc2F)nc1CS(=O)CC(=O)NC1CCCCC1 (centres undefined) | 0.5 | 20 | -5 | 14 | 0 | -4 | 9 | 16
COc1cccc(CN2CCN(C3CSCCSC3)CC2CCO)c1 (centres undefined) | 0.2 | -8 | -1 | 13 | -2 | 16 | -2 | -8
CN(C(=O)CN1CCCCCC1)c1c(N)n(Cc2ccccc2)c(=O)[nH]c1=O | 0.2 | 12 | -2 | 16 | 0 | 14 | 10 | -8
CCNc1nn2ccccc2c1/C=C(\C#N)C(=O)OCC | -0.2 | 18 | -1 | 4 | 6 | 10 | 25 | -17
CCOc1ccc(NC(=O)CN(C)CC(=O)Nc2ccc(Br)cc2F)cc1OCC | -0.4 | 15 | -3 | -1 | -2 | 19 | 6 | 9
Cc1c(NS(=O)(=O)CC23CCC(CC2=O)C3(C)C)c(=O)n(-c2ccccc2)n1C (centres undefined) | 0.0 | -7 | 0 | 6 | 1 | 2 | -7 | 5
COc1cc(CC(=O)OCC(=O)Nc2sccc2C(N)=O)cc(OC)c1OC | -2.0 | 3 | 4 | -17 | -1 | -27 | 4 | 2
COc1ccccc1C(=O)Nc1ccc(C)cc1C(=O)c1ccccc1 | -1.4 | 7 | -4 | 2 | -2 | -1 | 24 | -8
O=c1[nH]c(SCc2c(Cl)cccc2Cl)nc2ccccc12 | -1.1 | 18 | 1 | 12 | 6 | 13 | 10 | -1
COc1ccc(C2NC(=O)Cc3cc(OC)c(OC)cc32)cc1OC (centres undefined) | 0.7 | 15 | -3 | 15 | -1 | 14 | 2 | 4
O=C(Oc1ccc(F)cc1)c1cccnc1 | -0.2 | 4 | 0 | 0 | -1 | 0 | 8 | -24
